Assay outcomes (PubChem)
IDE cell activ: boosts human insulin-degrading enzyme activity in HEK cells | P14735 | FAbeta-B cleavage, fluorescence polarization; 0% vehicle, 100% cell-free pure enzyme wells | 0.073% of 340,000 active | activation, % at 5.96 µM | AID 493087;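 active = activation above the mean of all tested compounds plus 3 SD, set per screening campaign, cut at about 17% in these data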
p-CIP stab down: compounds decreasing mouse p/CIP protein stability; Q05BA5; F442A p/CIP-EGFP cells, EGFP fluorescence, 16 h; decrease of EGFP signal, % at 10 µM; 0.01% of 290,000 active;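 active = EGFP signal decrease of at least 30% at 10 µM or well 3 SD below plate mean, unless failing retest; inactive = the rest, including hits failing retest or dose response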; note: some compounds called inactive have numbers as strong as hits; many of its hits are not listed in these tables
SUMO HTRF inh: inhibitors of human SUMOylation (UBC9). P63279. HTRF SUMOylation assay, SAE1/SAE2 + UBC9, in vitro. inhibition, % at 35 µM. 0.36% of 290,000 active. AID 2006; in the data active = inhibition above about 50%, passing the limit was not always enough; note: strong numbers were not always called active
Target sequence (P63279 whole entry, looked up): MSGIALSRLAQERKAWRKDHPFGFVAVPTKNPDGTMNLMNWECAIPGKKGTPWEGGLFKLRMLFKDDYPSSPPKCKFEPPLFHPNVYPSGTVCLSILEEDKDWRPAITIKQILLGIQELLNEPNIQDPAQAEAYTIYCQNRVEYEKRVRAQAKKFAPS
PHOSPHO1 inh: PHOSPHO1 (human) inhibition. Q8TCT1. recombinant PHOSPHO1, absorbance phosphatase assay. 1.1% of 290,000 active. inhibition, % at 13.3 µM. AID 1565; in the data active = inhibition above about 60%
DNA FID counter: displaces DNA intercalator in HCV helicase counter-screen. DNA fluorescent intercalator displacement, fluorescence. 0.17% of 290,000 active. inhibition, % at 7.9 µM; in the data active = inhibition above about 37%;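 note: 0% = vehicle and 100% = reference compound; higher means more ethidium bromide displaced from hairpin DNA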
MEKK3 PB1 HTS: modulators (inhibitors or enhancers) of MEK5 binding to human MEKK3 PB1 domain | binding response (% of control), % at 10 µM | Q99759 | AID 1529 | bead-based flow cytometry, Alexa488-MEK5 binding to MEKK3; actives lie on both sides; 0 = blocked by unlabeled MEK5, 100 = vehicle | 1.4% of 290,000 active;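 active = binding response more than 3 SD above or below the average of its plate-row segment, actives on both sides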;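 note: Alexa488 bead fluorescence after subtracting the streptavidin-only scavenger bead signal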
Target sequence (Q99759 whole entry, looked up, the tested form may be a part): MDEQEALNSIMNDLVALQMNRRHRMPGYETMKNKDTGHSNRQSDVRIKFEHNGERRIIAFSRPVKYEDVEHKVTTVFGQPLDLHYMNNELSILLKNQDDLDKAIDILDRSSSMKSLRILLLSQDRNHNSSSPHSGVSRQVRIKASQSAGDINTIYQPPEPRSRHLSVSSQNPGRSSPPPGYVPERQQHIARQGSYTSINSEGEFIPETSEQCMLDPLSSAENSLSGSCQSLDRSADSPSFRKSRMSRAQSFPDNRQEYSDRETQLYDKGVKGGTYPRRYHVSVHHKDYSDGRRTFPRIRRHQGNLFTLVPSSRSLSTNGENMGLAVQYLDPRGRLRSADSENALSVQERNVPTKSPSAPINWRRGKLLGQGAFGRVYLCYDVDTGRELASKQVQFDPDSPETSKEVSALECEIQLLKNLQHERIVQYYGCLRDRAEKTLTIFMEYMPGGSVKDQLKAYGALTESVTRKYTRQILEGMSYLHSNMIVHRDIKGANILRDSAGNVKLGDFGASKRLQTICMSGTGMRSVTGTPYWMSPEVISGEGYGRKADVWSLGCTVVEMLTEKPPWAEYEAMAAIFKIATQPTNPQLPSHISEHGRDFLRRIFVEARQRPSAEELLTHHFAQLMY
IMP-1 inh: blocks Pseudomonas aeruginosa IMP-1 metallo-beta-lactamase | purified IMP-1, nitrocefin hydrolysis, epi-absorbance fluorescence | inhibition, % at 5.6 µM | 0.45% of 290,000 active | AID 1556;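 active = inhibition above the mean plus 3 SD of all compounds in the same screening run, cut at about 4.5% in these data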;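 note: 0% = IMP-1 with DMSO and 100% = DMSO wells lacking enzyme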
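System: purified IMP-1 / Input: IMP-1 dispensed at 0.2 nM / Medium: 50 mM HEPES pH 7.1, 50 µM ZnSO4, 0.05% Brij 35 / Timing: 15 min enzyme–compound preincubation, then 25 min nitrocefin reaction, 25 °C / Technique: plate fluorescence quenching by hydrolysis product, ex 480/em 530 nm / Repeats: singlicate testing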
NS3 helicase inh: HCV NS3 helicase inhibition | NS3 helicase DNA unwinding, Cy5 molecular beacon fluorescence | inhibition, % at 10.9 µM | 0.56% of 290,000 active | AID 1800;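 active = inhibition above the mean of all tested compounds plus 3 SD, set per campaign, cut at about 35% in these data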;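 note: 0% = DMSO wells and 100% = thioflavine S control wells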
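Assay system – hepatitis C virus NS3 helicase domain fragment enzyme · Buffer or medium – MOPS pH 6.5, MgCl2, DTT, Tween20, BSA · Reagent – Cy5/quencher beacon DNA duplex and ATP to start · Compound – single 10.9 µM dose · Timing – 1 h at 25 °C · Technique – Cy5 beacon fluorescence read at start and 1 h · Measure – % inhibition of unwinding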
VIM-2 inhibitor: blocks Pseudomonas aeruginosa VIM-2 metallo-beta-lactamase. purified VIM-2, nitrocefin hydrolysis, epi-absorbance fluorescence. inhibition, % at 5.6 µM. 0.89% of 290,000 active. AID 1527;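 active = inhibition above the mean of all tested compounds plus 3 SD, cutoff set per screening run, cut at about 7.5% in these data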;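 note: red hydrolysis product quenches plate fluorescence so inhibitors raise well fluorescence; 0% = enzyme with DMSO and 100% = DMSO without enzyme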
Active calls of the source: *; . = no result given.

No.	molecule	IDE cell activ	p-CIP stab down	SUMO HTRF inh	PHOSPHO1 inh	DNA FID counter	MEKK3 PB1 HTS	IMP-1 inh	NS3 helicase inh	VIM-2 inhibitor
1	Cc1cc(-c2ccccc2)nn1-c1nc2c(c(=O)[nH]c(=O)n2C)n1C	3	1	23	-4	-8	.	-3.4	0	-1.9
2	Cc1c(Cl)ccc2sc(NC(=O)c3ccco3)nc12	11	-2	7	23	-3	97	-2.4	-9	-0.4
3	COc1ccc(C2=NN(C(=O)c3cccs3)C(c3ccc(OC)cc3)C2)cc1 (configuration not stated)	-4	-10	4	-4	-4	108	-4.1	-10	-4.0
4	CCn1c(SCC(=O)Nc2nc3ccc(OC)cc3s2)nnc1-c1ccoc1C	2	-12	26	28	-24	105	-3.2	-13	-3.1
5	O=C(NCCCN1CCOCC1)c1ccc(CS(=O)(=O)c2ccc(Br)cc2)o1	13	-5	5	-23	3	99	-3.2	2	-5.6
6	CC12CN3CC(C)(CN(C1)C3c1ccc([N+](=O)[O-])o1)C2=O (configuration not stated)	-4	-11	-9	13	3	97	-2.3	6	-2.7
7	COc1ccc(C(=O)OCC(=O)NC(C)CCc2ccccc2)c(OC)c1 (configuration not stated)	0	-7	1	20	-36	94	-2.4	1	0.6
8	Cc1ccc(S(=O)(=O)NC2(C(F)(F)F)NC(=O)N(Cc3ccccc3)C2=O)cc1 (configuration not stated)	0	-8	0	22	-15	98	-1.4	4	-0.1
9	CCCCCCCOC(=O)C1=C(C)Nc2ncnn2C1c1cccs1 (configuration not stated)	7	-7	1	-11	-9	97	-3.4	-5	-1.6
10	COC(c1ccccc1)c1nnc(CCC(=O)NC2C3CC4CC(C3)CC2C4)o1 (configuration not stated)	-3	-1	0	60*	-31	97	-0.4	-3	-1.2
11	CCOC(=O)c1cnc2c(C)cccc2c1Nc1ccc(N2CCOCC2)cc1	.	-3	-39	-5	-2	101	-3.8	-1	-1.7
12	COC(=O)c1sc(S(=O)(=O)N2CCCCC2)c(C(=O)OC)c1C	4	-8	-32	-2	-17	96	-4.1	-4	-2.9
13	S=C(NCc1ccccc1)NCC1COc2ccccc2O1 (configuration not stated)	0	3	-2	1	4	98	0.4	-9	0.3
14	O=C(O)C1CC=CCC1C(=O)NNc1c(Cl)cc(Cl)cc1Cl (configuration not stated)	2	5	6	40	-4	105	-1.9	7	-1.8
15	O=C(Cn1c(C(F)(F)F)nc2ccccc21)c1ccc(F)cc1	1	0	-15	-23	-5	.	-1.8	-6	-4.8

Later entries:
No.	molecule	IDE cell activ	p-CIP stab down	SUMO HTRF inh	PHOSPHO1 inh	DNA FID counter	MEKK3 PB1 HTS	IMP-1 inh	NS3 helicase inh	VIM-2 inhibitor
16	CCN(CC)C(=O)CSc1nc2sc3c(c2c(=O)n1CCCOC)CCC3	0	6	-5	-60	-32	99	-0.3	2	3.3
17	c1ccc(-n2c(SCC3CCCCO3)nnc2-c2cccs2)cc1 (configuration not stated)	0	1	12	57	-28	95	-4.0	1	-1.9
18	COc1ccc(OC)c(/C=N/NC(=O)c2cc[n+](Cc3ccccc3)cc2)c1	-7	-8	6	-1	3	98	-2.3	0	-4.7
19	CCc1ccc(/C=N/NC(=S)NCCc2ccccc2)cc1	4	-7	4	28	-20	95	-4.1	-2	-3.7
20	CCN(CC)C(=O)C1=C(C)Nc2nc3ccccc3n2C1c1cccc(OC)c1 (configuration not stated)	2	-8	5	1	-24	95	0.0	0	-1.4
21	CSc1ccc(Cl)c(C(=O)Nc2ccc(C)cn2)c1	-1	10	-17	33	-5	105	-0.9	2	-1.4
22	CCCn1c(NCc2ccccn2)nc2ccccc21	2	6	6	14	-6	112	-3.9	-6	-0.1
23	Clc1ccc(-c2csc(NNC3=NCCCCC3)n2)cc1	3	5	4	-68	-1	82	-3.3	-12	-2.2
24	O=C(Nc1ccc(Cl)c(Cl)c1)Nc1nnc(CSc2ccccc2)s1	5	-6	14	-7	0	99	-0.6	1	-2.3
25	COc1cccc(CN(CC(=O)NCC2CCCO2)C(=O)CNS(=O)(=O)c2ccccc2)c1 (configuration not stated)	3	.	.	.	-15	100	-1.6	3	-2.0
26	CCN(CC)C(=O)Cn1cc(C(=O)C(=O)N2CCN(Cc3ccccc3)CC2)c2ccccc21	7	-10	-1	40	-19	100	-4.4	-6	-6.9
27	Cc1ccc2c(c1)N(C(=O)CCC(=O)O)CCO2	-3	-1	-3	5	-2	88	-2.9	6	-1.4
28	COC(=O)c1cc(CNC(=O)c2ccccc2OCc2c(C)noc2C)ccc1OC	-2	-4	-2	32	-31	96	-3.2	4	-3.3
29	CCOC(=O)N1CCN(C(=O)c2ccc(CS(=O)Cc3ccc(C)cc3)o2)CC1 (configuration not stated)	0	-8	2	48	-40	97	-4.0	13	-2.4
30	COc1ccc(NC(=O)c2nc[nH]c2C(=O)N[C@@H](CC(C)C)C(=O)OC(C)(C)C)cc1	7	-1	-30	25	.	66	.	.	.

(listing goes on)
No.	molecule	IDE cell activ	p-CIP stab down	SUMO HTRF inh	PHOSPHO1 inh	DNA FID counter	MEKK3 PB1 HTS	IMP-1 inh	NS3 helicase inh	VIM-2 inhibitor
31	COc1ccc(/C=N/NC(=O)c2c(-c3ccccc3)noc2C)cc1	1	-8	-23	-6	-4	86	-1.0	-11	-3.4
32	O=C(Nc1ccc(F)cc1F)Nc1ccccc1C(=O)NCCN1CCNC1=O	.	-19	-1	3	-3	89	-3.2	4	0.0
33	COc1ccccc1C(=O)NCC(=O)NNc1ncnc(N)c1[N+](=O)[O-]	.	-2	-8	29	-1	104	-2.9	0	-1.6
34	Cc1ccc(NC(=O)[C@H](NC(=O)[C@@H]2Cc3ccccc3CN2)c2ccccc2)cc1C	0	-3	3	5	17	99	1.1	-39	-1.7
35	Cc1ccc(NC2=NCC(=O)N2Cc2ccc3c(c2)OCO3)cc1	3	-9	11	-5	1	.	-3.6	-1	-2.7
36	COc1ccccc1Nc1nc2nonc2nc1N1CCC(C)CC1	-4	-16	-3	16	-1	95	-1.6	4	-4.4
37	Cc1ccc(C(=O)Nc2nc(-c3ccccn3)cs2)o1	-5	-12	-12	15	-11	112	-2.5	1	-2.7
38	Oc1c(Cl)cc(Cl)cc1Sc1cc(Cl)cc(Cl)c1O	.	-9	92*	21	17	112	-1.2	30	-2.5
39	CC(C)N(CCCNC(=O)Cn1ncc2c([nH]c3ccccc32)c1=O)Cc1ccccc1	5	9	16	58	12	101	-2.5	-1	0.2
40	COc1ccccc1NS(=O)(=O)c1cc(NC(=O)CC(C)(C)C)ccc1N1CCOCC1	.	-4	21	12	1	85	0.4	0	2.0
41	CC(=O)Nc1ccc(S(=O)(=O)N2CCN(c3nc(NC4CCCC4)c4ccccc4n3)CC2)cc1	0	-8	-15	18	18	101	-2.1	-78	-0.5
42	Cc1ccc(-n2c(SCC(=O)N/N=C/c3ccc(C)s3)nnc2-c2ccccc2)cc1	1	-2	-16	2	-27	105	-2.6	19	-5.1
43	COc1ccc(CC(=O)Nc2c(C(N)=O)oc3ccccc23)cc1OC	5	5	8	14	-12	101	-1.5	-3	0.4
44	CC(=O)Nc1ccc(NC(=O)CSc2nc3ccccc3nc2N2CCCCC2)cc1	-1	-12	3	14	-27	101	-2.4	7	-3.0
45	NC(=O)NCC12CC3CC(CC(C3)C1)C2	3	-5	6	19	6	101	-2.1	-5	-1.0

(continued)
No.	molecule	IDE cell activ	p-CIP stab down	SUMO HTRF inh	PHOSPHO1 inh	DNA FID counter	MEKK3 PB1 HTS	IMP-1 inh	NS3 helicase inh	VIM-2 inhibitor
46	O=C(NCc1ccc(Cl)cc1)c1ccc(Cl)cc1[N+](=O)[O-]	6	5	17	8	2	97	-2.0	1	1.2
47	CC(=O)NCC(=O)N1CCCC(C(=O)c2ccc(-c3ccccc3)c(F)c2)C1 (configuration not stated)	3	6	1	-16	-27	98	-2.5	1	-1.6
48	COc1ccc(C2NC(=O)NC(O)(C(F)(F)F)C2C(=O)c2ccc(F)cc2)cc1 (configuration not stated)	3	-5	-1	-10	-8	101	-3.6	6	-1.9
49	Cc1ccc2c(COC(=O)c3ccc(NC(=O)CC#N)cc3)cc(=O)oc2c1C	3	-5	20	6	-11	92	-3.7	1	-0.8
50	C=C(C)CN(Cc1ccccc1)C(=S)Nc1ccccc1	3	-20	17	29	-8	109	-2.4	-2	0.0
51	COc1cc(CNCc2ccccn2)ccc1OCc1ccc(Cl)c(Cl)c1	5	-3	17	48	30	97	-5.0	-35	10*
52	O=C(NC1CCCC1)c1noc2c1CCCCC2	3	1	1	1	-4	96	-1.1	4	-2.3
53	CS(=O)(=O)N1CCN(C(=O)c2c(F)cccc2F)CC1	2	-18	7	13	0	89	-2.6	6	-0.6
54	COC(=O)Nc1nc2ccc(-c3n[nH]c(=O)c4ccccc34)cc2[nH]1	-9	-14	16	-11	4	100	0.6	1	1.9
55	COc1ccc(S(=O)(=O)N2CCOCC2)cc1NC(=O)COC(=O)C1CC2CCCC(C1)C2=O (configuration not stated)	8	9	3	10	-38	99	-0.2	-2	-1.9
56	COC(=O)C1=C(C)NC(C)=C(C(=O)OCC2CCCO2)C1c1ccc(Cl)c([N+](=O)[O-])c1 (configuration not stated)	-2	-22	8	13	-30	102	-0.9	-12	-1.2
57	O=C(N=C1SC2CS(=O)(=O)CC2N1Cc1ccc(Cl)cc1)C1CCCO1 (configuration not stated)	-4	8	6	34	-29	97	-3.3	-1	-3.4
58	COCCOC(=O)C1=C(C)N(Cc2ccccc2)C(=O)NC1c1ccc(OC)cc1 (configuration not stated)	1	1	-6	4	-31	102	1.6	-4	-5.0

Laid out differently: results already given.
54: COC(=O)Nc1nc2ccc(-c3n[nH]c(=O)c4ccccc34)cc2[nH]1
55: COc1ccc(S(=O)(=O)N2CCOCC2)cc1NC(=O)COC(=O)C1CC2CCCC(C1)C2=O (configuration not stated)
screen / no.	54	55
IDE cell activ	-9	8
p-CIP stab down	-14	9
SUMO HTRF inh	16	3
PHOSPHO1 inh	-11	10
DNA FID counter	4	-38
MEKK3 PB1 HTS	100	99
IMP-1 inh	0.6	-0.2
NS3 helicase inh	1	-2
VIM-2 inhibitor	1.9	-1.9

This is a subset (hit frequency here may not be typical).
